Source: PubChem (several laboratories)
hcDAF-12 act: H. contortus DAF-12 nuclear receptor activators, primary screen, cell-based, luminescence, HEK293, lit1-tk-luc reporter | AID 652067, 2013 | hit rate 1.4% among 370,000 | activation, % at 6.8 µM | HEK293 hcDAF-12 lit1-tk-luc reporter; 0% DMSO, 100% Δ7-dafachronic acid;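 active = activation above the mean of all tested compounds plus 3 SD, cut at about 5.5% in these data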;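 note: 100% = response to 3 µM Δ7-dafachronic acid high control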
ssDAF-12 act: S. stercoralis DAF-12 nuclear receptor activators, primary screen, cell-based, luminescence, HEK293, GRIP1 co-expression, lit1-tk-luc; Nuclear hormone receptor DAF-12 (Strongyloides stercoralis); HEK293 ssDAF-12/GRIP1 lit1-tk-luc reporter; % of 3 µM dafachronic acid response; activation, % at 6.8 µM; hit rate 1% among 370,000; AID 652126, 2013;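 active = activation above the mean over all tested compounds plus 3 SD, cut at about 0.9% in these data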;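 note: 0% = DMSO-only wells and 100% = 3 µM delta7-dafachronic acid wells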
PLC-beta3 inh: human PLC-beta3 inhibitors, primary screen, biochemical, fluorescence; inhibition, % at 12.2 µM; Purified PLC-beta3, fluorogenic substrate; hit rate 0.18% among 370,000; in the data active = inhibition above about 11%;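 note: 0% = median of compound wells on plate and 100% = full blocker control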
DAX1 inh-1: DAX1 (NR0B1) inhibitors on StAR promoter, primary screen, cell-based, luminescence, SF-1 (NR5A1), full-length DAX-1; HEK293T StAR-luciferase reporter, SF-1/DAX-1 repression relief; inhibition, % at 6.8 µM; hit rate 1.1% among 370,000; AID 652010, 2013;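 active = inhibition above the mean over all tested compounds plus 3 SD, cut at about 3.6% in these data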;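 note: 0% = DAX-1 cells with DMSO and 100% = cells lacking DAX-1 with DMSO; higher inhibition means more luminescence from relief of DAX-1 repression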
PLCg1 inh: PLC-gamma1 enzyme inhibitors, primary screen, biochemical, fluorescence, purified enzyme. hit rate 0.84% among 370,000. fluorogenic substrate. inhibition, % at 12.2 µM; in the data active = inhibition above about 9.5%
ADAM17 inh: ADAM17 inhibitors, primary screen, biochemical, QFRET | Disintegrin and metalloproteinase domain-containing protein 17 (Homo sapiens), P78536 | recombinant ADAM17, EDANS/DABCYL FRET peptide cleavage | inhibition, % at 6.95 µM | hit rate 0.83% among 370,000;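 active = inhibition above the mean of compounds lying between control limits plus 3 SD, set per campaign, cut at about 8.5% in these data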;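 note: 0% = DMSO-only wells as the low control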
MBD2 inh: inhibitors of MBD2 binding to methylated DNA, primary screen, biochemical, TR-FRET, DNA-binding domain, human; Methyl-CpG-binding domain protein 2 (Homo sapiens), Q9UBB5; MBD2 binding to methylated oligonucleotide; inhibition, % at 4.4 µM; hit rate 0.31% among 370,000; AID 686964, 2013; in the data active = inhibition above about 13%
Target sequence (Q9UBB5 whole entry, looked up, the tested form may be a part): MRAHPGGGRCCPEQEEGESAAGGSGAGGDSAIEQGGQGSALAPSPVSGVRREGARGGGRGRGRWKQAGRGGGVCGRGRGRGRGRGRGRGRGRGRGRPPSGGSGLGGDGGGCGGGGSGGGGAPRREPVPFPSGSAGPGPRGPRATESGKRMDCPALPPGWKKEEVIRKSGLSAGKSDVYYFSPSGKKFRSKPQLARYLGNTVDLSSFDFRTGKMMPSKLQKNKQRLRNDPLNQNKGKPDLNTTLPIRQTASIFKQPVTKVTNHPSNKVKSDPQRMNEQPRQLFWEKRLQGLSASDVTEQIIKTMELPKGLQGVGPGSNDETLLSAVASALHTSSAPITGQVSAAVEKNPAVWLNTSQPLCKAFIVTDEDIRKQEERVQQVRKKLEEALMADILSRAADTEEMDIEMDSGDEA
DAX1 inh-2: DAX1 (NR0B1) inhibitors, primary screen, cell-based, HEK293, Gal4-DAX1, luciferase luminescence; Nuclear receptor subfamily 0 group B member 1 (Homo sapiens), P51843; HEK293 Gal4-DAX1 luciferase reporter; inhibition, % at 6.75 µM; hit rate 0.99% among 340,000; AID 504766, 2011;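 active = inhibition above the mean over all tested compounds plus 3 SD, cut at about 4.2% in these data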;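 note: 0% = DAX1-transfected cells with DMSO and 100% = empty-vector control cells with DMSO; inhibition shows as a rise in luminescence from relieved DAX1 repression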
Rev-erbA mod: modulators of Rev-erb alpha DNA binding, primary screen, biochemical, FITC-DNA, fluorescence polarization, uHTS | hit rate 0.79% among 370,000 | activity, % at 10 µM | Nuclear receptor subfamily 1 group D member 1 (Homo sapiens), P20393 | AID 1259318, 2017 | Rev-erbα–FITC-DNA binding, 90 min;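 active = activity above about 14%, limit read from the data; passing the limit was not always enough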;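 note: 0% = DMSO wells with 35 nM protein and 100% = DMSO wells with 750 nM protein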
Target sequence (P20393 whole entry, looked up): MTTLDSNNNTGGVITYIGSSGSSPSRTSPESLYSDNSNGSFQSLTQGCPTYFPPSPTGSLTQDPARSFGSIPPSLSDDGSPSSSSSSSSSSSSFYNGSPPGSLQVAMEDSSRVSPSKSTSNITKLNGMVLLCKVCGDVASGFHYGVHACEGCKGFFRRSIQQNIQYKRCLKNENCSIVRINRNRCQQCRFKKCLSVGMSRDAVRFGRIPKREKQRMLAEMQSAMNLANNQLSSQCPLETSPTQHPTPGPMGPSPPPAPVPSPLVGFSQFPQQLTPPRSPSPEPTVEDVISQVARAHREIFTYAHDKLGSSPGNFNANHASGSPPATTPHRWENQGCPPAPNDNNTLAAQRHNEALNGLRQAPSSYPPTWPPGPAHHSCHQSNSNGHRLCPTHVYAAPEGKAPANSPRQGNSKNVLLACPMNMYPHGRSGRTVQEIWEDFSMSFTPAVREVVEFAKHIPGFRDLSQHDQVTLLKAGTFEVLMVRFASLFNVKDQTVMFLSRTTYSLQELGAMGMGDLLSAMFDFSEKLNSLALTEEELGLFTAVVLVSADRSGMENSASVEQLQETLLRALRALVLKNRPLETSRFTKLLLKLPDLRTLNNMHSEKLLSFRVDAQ
hgDAF-12 ag: H. glycines DAF-12 receptor agonists, primary screen, cell-based, luminescence, HEK293, GAL4 fusion, UAS-luciferase. Nuclear hormone receptor DAF-12 (Heterodera glycines), GAL4 fusion. activation, % at 6.8 µM. HEK293 GAL4-hgDAF12 UAS-luciferase reporter, agonist luminescence; normalized to butyrate control. hit rate 1.8% among 370,000. AID 687014, 2013;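 active = activation above a cutoff set at the mean of all screened compounds plus 3 SD, cut at about 10% in these data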;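 note: 0% = DMSO wells and 100% = sodium butyrate wells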
SMARCA2 act: SMARCA2 (BRM) function activators, primary screen, cell-based, luminescence, high throughput; MG213 cells, MMTV-luciferase reporter, dexamethasone, overnight; activation, % at 9.1 µM; hit rate 1% among 370,000; AID 652017, 2013; in the data active = activation above about 7.8%;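 note: 0% = vehicle wells and 100% = reference activator wells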
Starred values were filed as active, the others as inactive; i = inactive; / = not tested or not shown. This is a random part of the collection. Share with any hit: about 7.4%.

SMILES | hcDAF-12 act | ssDAF-12 act | PLC-beta3 inh | DAX1 inh-1 | PLCg1 inh | ADAM17 inh | MBD2 inh | DAX1 inh-2 | Rev-erbA mod | hgDAF-12 ag | SMARCA2 act
CCN(CC)Cc1cc(CC(C(N)=O)C(N)=O)ccc1OC | -0.7 | -1.2 | 1 | -0.1 | 1 | -3 | -4 | 1.9 | -1 | -2.4 | -2
COc1ccc(C(=O)COC(=O)CN2C(=O)c3ccccc3C2=O)c(OC)c1 | -1.7 | -0.5 | -6 | -0.2 | -2 | -2 | 3 | 2.0 | 3 | 1.7 | -1
COc1ccc(CNC(=O)CSc2nc(C)cs2)cc1 | 1.4 | -1.5 | 1 | 1.2 | 1 | 4 | -1 | 0.1 | 1 | 5.7 | -7
Cc1nc2cc(NC(=O)c3ccc(Br)s3)ccc2s1 | 1.5 | -0.1 | -5 | 3.2 | 0 | 1 | -2 | -2.0 | 12 | 11* | 1
Cc1nc2ccccc2cc1C(=O)NCc1ccco1 | -0.3 | -1.1 | -3 | -0.4 | -2 | -2 | 0 | 0.3 | -2 | 0.1 | -1
CCCOc1ccc(C(F)(F)F)cc1NC(=O)CN1C(=O)C(=O)N(CC)C1=O | -2.4 | -1.1 | -5 | 0.4 | 1 | -5 | 7 | 0.9 | 0 | -0.3 | -1
CS(=O)(=O)N1CCN(Cc2cc(=O)n3ccsc3n2)CC1 | -0.8 | -1.6 | -7 | -0.3 | 1 | -3 | 1 | 5.2* | -3 | -0.6 | 1
O=C(Nc1ccc2oc(=O)ccc2c1)c1ccccc1[N+](=O)[O-] | 0.7 | -1.1 | -2 | -2.2 | 1 | -1 | -2 | 0.8 | 8 | -0.4 | 2
O=C(O)c1cccc2c1-c1ccccc1/C2=N\Nc1ccccc1 | 4.3 | -0.5 | -9 | 0.7 | 0 | -1 | -7 | 5.4* | 1 | 8.5 | 5
CC(C)OCCCNC(=O)c1cc(-c2cccs2)nc2ccccc12 | -1.0 | -1.4 | i | -1.5 | -458 | i | -7 | -1.7 | -7 | -3.0 | -1
O=C(Cc1coc2ccc3ccccc3c12)N1CCCC1 | -1.7 | -1.3 | 1 | -0.2 | -1 | -2 | 2 | -0.4 | 8 | 0.3 | 3
O=C(COC(=O)CNC(=O)c1sc2ccccc2c1Cl)Nc1c(Cl)cc(Cl)cc1Cl | 2.4 | -0.9 | -2 | -0.5 | -1 | -2 | 3 | -0.8 | 8 | -0.4 | -2

Exported as a markdown table: entries from further up
| Molecule | hcDAF-12 act | ssDAF-12 act | PLC-beta3 inh | DAX1 inh-1 | PLCg1 inh | ADAM17 inh | MBD2 inh | DAX1 inh-2 | Rev-erbA mod | hgDAF-12 ag | SMARCA2 act |
| --- | --- | --- | --- | --- | --- | --- | --- | --- | --- | --- | --- |
| O=C(COC(=O)CNC(=O)c1sc2ccccc2c1Cl)Nc1c(Cl)cc(Cl)cc1Cl | 2.4 | -0.9 | -2 | -0.5 | -1 | -2 | 3 | -0.8 | 8 | -0.4 | -2 |
| O=C(Nc1ccc2oc(=O)ccc2c1)c1ccccc1[N+](=O)[O-] | 0.7 | -1.1 | -2 | -2.2 | 1 | -1 | -2 | 0.8 | 8 | -0.4 | 2 |
| CS(=O)(=O)N1CCN(Cc2cc(=O)n3ccsc3n2)CC1 | -0.8 | -1.6 | -7 | -0.3 | 1 | -3 | 1 | 5.2* | -3 | -0.6 | 1 |
| O=C(O)c1cccc2c1-c1ccccc1/C2=N\Nc1ccccc1 | 4.3 | -0.5 | -9 | 0.7 | 0 | -1 | -7 | 5.4* | 1 | 8.5 | 5 |

The listing continues.
SMILES | hcDAF-12 act | ssDAF-12 act | PLC-beta3 inh | DAX1 inh-1 | PLCg1 inh | ADAM17 inh | MBD2 inh | DAX1 inh-2 | Rev-erbA mod | hgDAF-12 ag | SMARCA2 act
CCOc1ccc(NC(=O)c2cccnc2SC)cc1 | -0.5 | -0.6 | 3 | 0.1 | 3 | 0 | -4 | -0.9 | 0 | 4.1 | 3
CN(CCOc1cccc(C(F)(F)F)c1)Cc1ccccc1 | 0.3 | -1.9 | -1 | -0.8 | 1 | -1 | -5 | 0.7 | 1 | -0.3 | 4
Cc1ccc(SCCNC(=O)c2ccccc2F)cc1 | 0.0 | -2.3 | -3 | -0.1 | 5 | 5 | 1 | -0.6 | 2 | 0.8 | 3
COC(=O)c1cc(S(=O)(=O)N2CCN(c3cc(C)ccc3C)CC2)c[nH]1 | 1.9 | -0.5 | -10 | 0.2 | -4 | 6 | 3 | -0.4 | 11 | -1.8 | 0
CC(C)OCCCn1c(=S)[nH]c2ncccc2c1=O | -3.0 | 0.0 | 0 | -0.5 | 1 | -1 | 1 | -1.2 | -1 | -1.8 | 1
CC(=O)c1ccc(NC(=O)CSc2nnc(-c3ccoc3C)n2Cc2ccccc2)cc1 | -2.6 | -0.9 | 4 | -0.7 | 6 | 2 | -6 | -1.0 | 1 | -1.0 | -2
COC(=O)c1cc2c(c3c4cc(F)ccc4n(S(=O)(=O)c4ccccc4)c13)C(=O)N(Cc1ccccc1OC)C2 | 1.0 | -0.9 | -8 | -1.3 | -7 | 2 | -4 | / | 2 | 0.6 | -1
Cc1ccccc1NC(=O)CSc1nc(N)c(C#N)c(-c2cccs2)c1C#N | -1.3 | -0.9 | -32 | 0.5 | -20 | -12 | -15 | -0.5 | 126* | -1.9 | 0
COc1ccc(N2CCN(C(=O)COC(=O)[C@@H](NC(=O)c3ccccc3Cl)C(C)C)CC2)cc1 | -0.5 | -0.4 | -8 | -2.0 | -1 | -8 | -8 | -0.8 | -2 | 0.6 | -2
Cc1ccc(C(=O)C2CCN(CC(=O)Nc3ccc(N(C)C)cc3)CC2)cc1 | -1.9 | -1.4 | 2 | 0.3 | 5 | 2 | 0 | -0.6 | 3 | -1.1 | 0
CCN(CC)CCN(Cc1cc2cc3c(cc2[nH]c1=O)OCCO3)C(=S)NCC(C)C | -0.4 | -0.8 | -77 | -0.1 | -64 | -134 | 1 | -1.0 | 3 | 4.6 | 0
CCN(CC(=O)Nc1c(F)cccc1F)C(=O)C(C)SCc1nc2sc(C)c(C)c2c(=O)[nH]1 (stereo unspecified) | -2.1 | -1.5 | -20 | -1.4 | -8 | -4 | 2 | 0.0 | 0 | -0.7 | -2
CCOCCCNC(=O)CN1C(=O)/C(=C\c2ccc(C)cc2)Sc2ccccc21 | -0.7 | -1.6 | -4 | -0.1 | -6 | -1 | 0 | -1.1 | -2 | -0.9 | -2
CCCCN(C(=O)CCC(=O)OCC(=O)NCc1ccccc1)c1c(N)n(CCC)c(=O)[nH]c1=O | 2.1 | -1.0 | 0 | -0.8 | -3 | -1 | 1 | 0.0 | -1 | 1.8 | -1
O=C(CSc1nnnn1Cc1ccccc1)c1ccccc1F | -0.7 | -0.7 | -3 | 1.1 | 1 | -2 | 4 | 0.5 | 6 | 3.8 | -3
COc1ccc(N2CCN(C(=O)CCNC(=O)c3ccc(Br)cc3)CC2)cc1 | -1.9 | -0.7 | -1 | 0.3 | -1 | -3 | 7 | 0.4 | 2 | 0.3 | -3
Cc1nn2c(N)c(C#N)cnc2c1-c1ccccc1 | -1.8 | -1.5 | -11 | 0.7 | -8 | 0 | 0 | -0.2 | 3 | 1.2 | 2
CC(C)C(OC(=O)c1nsc(Cl)c1Cl)C(=O)NCC1CCCO1 (stereo unspecified) | 1.6 | -0.5 | -4 | 0.1 | -1 | -1 | -2 | -0.4 | -1 | -0.9 | 3
O=[N+]([O-])c1ccc(N2CCN(S(=O)(=O)Cc3ccccc3)CC2)cc1N1CCOCC1 | 0.1 | -1.4 | -94 | -1.2 | 3 | -1 | -10 | -0.8 | 4 | 3.0 | -3
COc1ccc(-n2nnnc2SCC(=O)NCCc2ccc(OC)c(OC)c2)cc1 | 0.2 | -1.3 | 2 | -0.1 | 3 | -1 | 4 | -1.3 | -1 | -0.8 | -1
CCC(c1nnnn1Cc1ccc(OC)cc1)N1CCN(c2ccc(OC)cc2)CC1 (stereo unspecified) | -1.9 | -1.4 | -2 | -0.4 | 0 | -4 | 4 | -1.7 | -1 | 4.2 | -3
COCCNC(=S)N1CCC(C(=O)c2ccc(C)cc2)CC1 | -0.9 | -1.6 | -9 | -0.3 | 3 | -3 | 1 | 0.4 | -1 | -1.5 | -2
Cc1ccc(S(=O)(=O)N(C)CC(=O)Nc2nc3ccccc3s2)cc1 | 3.1 | -0.6 | -2 | -0.9 | -2 | 0 | 9 | -0.6 | -1 | 0.5 | -3
NC(=O)c1sc2nc3c(c(-c4cccnc4)c2c1N)CCC3 | -2.9 | -0.5 | -24 | -0.1 | -20 | -1 | -5 | -0.2 | -1 | 1.6 | -1
CCOC(=O)c1c(NC(=O)Cc2ccccc2)sc2c1CCN(C)C2 | -3.7 | -1.4 | -1 | -1.0 | 2 | 1 | 3 | -0.9 | -2 | -3.2 | -1
COC(=O)c1cccc(NC(=O)CN(c2ccc3c(c2)OCO3)S(C)(=O)=O)c1C | -0.2 | -1.2 | 1 | -0.2 | 0 | -1 | 1 | 1.0 | -6 | -1.1 | -1
CCOC(=O)C1(CCc2ccccc2)CCN(Cc2cccc3nccnc23)CC1 | -1.7 | -1.3 | -3 | -1.1 | -1 | -3 | 1 | -0.6 | -3 | -3.1 | -1
Cc1[nH]c2ccccc2c1C(c1ccccn1)N1CCC(C)CC1 (stereo unspecified) | -1.0 | -0.8 | 0 | 0.2 | -3 | -5 | 3 | 0.3 | -3 | 0.1 | 0
Cc1ccc(C)c(C(=O)CN2C(=O)C(=O)N(C3CCCC3)C2=O)c1 | -0.8 | -1.4 | -1 | 0.9 | 3 | -6 | 0 | 0.5 | 4 | 3.3 | -2
CCc1ccc(N2CC(C(=O)Nc3ccc4c(c3)OCO4)CC2=O)cc1 (stereo unspecified) | 1.0 | -1.4 | -7 | -0.2 | -3 | -2 | -6 | -0.2 | -3 | 0.3 | -2
CN(c1ccc(OCC(=O)Nc2ccc3[nH]c(=O)[nH]c3c2)cc1)S(=O)(=O)c1ccc(Cl)cc1 | -1.7 | -1.2 | 1 | 0.4 | 1 | -1 | -1 | 1.1 | 2 | -2.1 | -7
CC(=O)NS(=O)(=O)c1ccc(NC(=O)c2ccc(Cl)cc2[N+](=O)[O-])cc1 | -1.0 | -1.7 | 1 | 1.0 | 1 | 2 | 4 | 1.8 | -2 | 0.6 | -1
O=C(NCCNC(=O)c1ccc(Cl)cc1Cl)c1ccccn1 | -1.9 | -1.0 | -3 | -0.1 | -3 | -1 | -1 | 0.1 | 3 | -1.6 | -2
